High-throughput results: PubChem BioAssay, National Center for Advancing Translational Sciences (NCATS)
RXFP1 antagonist: antagonists of human relaxin receptor RXFP1; Q9HBX9; HEK293-RXFP1, relaxin-stimulated cAMP HTRF, 30 min; stronger effect = lower value; activity change, negative = inhibition, % at 57.5 µM; 350,000 tested, 0.59% active; AID 1259400;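 active = activity change of -60% or lower, but not beyond a set lower limit; inconclusive = change between -60% and -40%, or beyond the set limit; inactive = change above -40%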; note: % is set by controls: 0 for no effect and ±100 for the full control effect
Vif-APOBEC3G blk: Vif-A3G binding inhibition. HeLa A3G-eYFP + Vif (tagged APOBEC3G with the HIV-1 protein that degrades it), YFP fluorescence, overnight. Potency, µM (top dose mostly 46.1 µM), for the others: top-dose activity, negative = active, hits mostly inhibitors. 410,000 tested, 0.076% active;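 note: potency is the fitted concentration of half-maximal effect; % is set by controls: 0 for no effect and ±100 for the full control effect; nearly all actives have a fitted effect of over 60% in size; hits raise eYFP signal because A3G escapes Vif-driven loss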
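Read-out is eYFP fluorescence (Ex 488/Em 500-530) from Vif-expressing HeLa A3G-eYFP cells; more signal means A3G escaped Vif-mediated degradation. Cells plated overnight, compound pinned in, incubated overnight at 37 deg C.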
D1 ag: agonists of human D1 dopamine receptor. HEK293 T-REx D1 cells, calcium flux, agonist mode. AID 504660. activation, % at 2 µM. P21728. 360,000 tested, 1% active; in the data active = activation above about 30%; note: 0% is about no effect
Target sequence (P21728 whole entry, looked up): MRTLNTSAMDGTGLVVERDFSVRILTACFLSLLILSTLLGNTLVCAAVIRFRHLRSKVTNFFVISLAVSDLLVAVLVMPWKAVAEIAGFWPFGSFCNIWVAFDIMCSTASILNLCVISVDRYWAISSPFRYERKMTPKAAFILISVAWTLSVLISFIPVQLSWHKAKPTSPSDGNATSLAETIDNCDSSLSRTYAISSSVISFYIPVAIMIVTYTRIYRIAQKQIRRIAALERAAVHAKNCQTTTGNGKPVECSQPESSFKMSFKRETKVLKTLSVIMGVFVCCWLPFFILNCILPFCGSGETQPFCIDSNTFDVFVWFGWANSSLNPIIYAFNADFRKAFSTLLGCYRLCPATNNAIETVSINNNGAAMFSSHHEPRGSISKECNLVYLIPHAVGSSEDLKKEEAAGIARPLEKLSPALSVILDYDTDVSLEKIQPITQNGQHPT
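Inducible HEK293 T-REx D1 cells, force-coupled to calcium signalling, were plated at 4000 cells/well with tetracycline and held overnight at 30 C. After no-wash calcium dye loading, compound-evoked calcium rise over 180 s flagged agonists.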
Vif-APOBEC3F blk: Vif-A3F binding inhibition | AID 602313 | HeLa A3F-eYFP + Vif (tagged APOBEC3F with the HIV-1 protein that degrades it), YFP fluorescence increase | Potency, µM (highest dose often 46.1 µM), without a hit: at the highest dose activity, negative = active | 390,000 tested, 0.2% active; note: potency is the fitted concentration of half-maximal effect; % of control where 0% means no effect; nearly all actives have a fitted effect of over 65% in size
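HeLa cells stably expressing Vif plus C-terminally eYFP-tagged A3F were seeded, incubated overnight at 37 deg C, dosed with compound, incubated overnight again at 37 deg C. Yellow fluorescence (Ex 488/Em 500-530) reported blocked Vif-mediated A3F-eYFP degradation.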
GRP78 ERSR act: inducers of ER stress response in human glioma cells; U87-MG GRP78 promoter luciferase reporter, 16 h; Potency, µM, without a hit: at the highest dose activation, hits mostly activators; 420,000 tested, 0.02% active; AID 602332; note: potency is the fitted concentration of half-maximal effect; series mostly up to about 76 µM; % of control where 0% means no effect; nearly all actives have a fitted effect of over 35% in size
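ERSR induction read as luciferase luminescence (Bright-Glo, 10 min at room temperature) in stably transfected human U87-MG glioma cells exposed to compounds for 16 h, using GRP78 as sensor.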
D1 antag: blocks dopamine activation of the human D1 receptor | P21728 | HEK293 TREx D1 cells, calcium flux, dopamine EC80; stronger effect = lower value | activity change, negative = inhibition, % at 10 µM | 360,000 tested, 3.2% active | AID 504652; in the data active = activity change below about -30%; note: % is set by controls: 0 for no effect and ±100 for the full control effect
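Cells carrying a force-coupled, tetracycline-inducible human D1 receptor report calcium flux. Each well gets a 10 s baseline, compound with 180 s monitoring, then an EC80 dopamine stimulus with a second 180 s kinetic read.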
D1 potentiator: human D1 dopamine receptor positive modulation. P21728. 360,000 tested, 0.036% active. potentiation, % at 10 µM. HEK293 TREx D1 cells, calcium flux, dopamine EC20 potentiation. AID 504651; in the data active = potentiation above about 30%; note: 0% is about no effect
RXFP1 ag: agonists of human relaxin receptor RXFP1; HEK293T-RXFP1 cAMP TR-FRET, 30 min; response scale: percent of porcine relaxin response, buffer zero; Potency, µM (top dose mostly 57.5 µM), for inactives: top-dose activation, actives largely listed as activators; 370,000 tested, 0.3% active; AID 2676; note: potency is the fitted concentration of half-maximal effect; % is set by controls: 0 for no effect and ±100 for the full control effect; nearly all actives have a fitted effect of over 60% in size; many of its hits are not listed in these tables
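cAMP rise read by TR-FRET after 30 min, 37C compound exposure (up to 58 uM) in RXFP1-transfected HEK293 cells with Ro 20174 present. EC50 from Hill-equation fits, with 29 nM porcine relaxin as 100% and buffer as basal.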
D2 PAM: positively modulates the human D2 dopamine receptor allosterically. HEK293 T-REx D2, calcium flux, EC20 dopamine potentiation. potentiation, % at 10 µM. 340,000 tested, 0.34% active. AID 485347;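 active = potentiation over 3 SD above the plate norm, cut at about 30% in these data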; note: 0% is about no effect
Target sequence (P14416 whole entry, looked up): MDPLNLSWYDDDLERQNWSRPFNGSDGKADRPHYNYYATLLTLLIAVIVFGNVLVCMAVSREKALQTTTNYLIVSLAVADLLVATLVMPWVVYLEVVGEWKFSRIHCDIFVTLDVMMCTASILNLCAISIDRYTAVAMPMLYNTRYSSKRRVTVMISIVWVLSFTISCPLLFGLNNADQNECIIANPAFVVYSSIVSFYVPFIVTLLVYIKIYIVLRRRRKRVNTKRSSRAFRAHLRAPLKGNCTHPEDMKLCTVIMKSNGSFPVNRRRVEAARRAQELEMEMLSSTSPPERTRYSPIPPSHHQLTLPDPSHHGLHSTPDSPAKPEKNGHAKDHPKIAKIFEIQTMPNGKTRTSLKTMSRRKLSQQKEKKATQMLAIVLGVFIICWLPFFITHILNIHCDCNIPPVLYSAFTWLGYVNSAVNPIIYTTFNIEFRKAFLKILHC
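Tetracycline-induced HEK293 T-REx cells force-coupled to calcium signalling expressed D2; compounds were pin-added after a 10 s baseline, read kinetically 180 s, then an EC20 dopamine challenge followed with a further 180 s calcium read.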
An asterisk follows results filed as active; u = inconclusive; x = not tested or not shown. Unless noted, calls come from the whole dose curve; as a rule, active = well fitted curve in the direction sought with a large enough effect; inconclusive = small, poorly fitted or top-dose-only effect, or another doubt; inactive = no such curve, though single readings can be large; an effect the other way counts as inactive or inconclusive. The list is partial; rates above refer to the full screens.

SMILES	RXFP1 antagonist	Vif-APOBEC3G blk	D1 ag	Vif-APOBEC3F blk	GRP78 ERSR act	D1 antag	D1 potentiator	RXFP1 ag	D2 PAM
COc1ccc(Cl)cc1NS(=O)(=O)c1ccc2[nH]c3c(c2c1)CCCC3	3.9	-8.4%	0.3	-10.7%	3.2%	4.0	3.5	-0.7%	1.4
CCOC(=O)C(=O)Nc1nc(-c2ccccc2)c(-c2ccccc2)o1	-2.9	0.8%	0.1	-19.6%	-4.8%	-6.1	-3.2	0.5%	5.7
Cc1cc(C)n(CC(O)Cn2c3ccc(Br)cc3c3cc(Br)ccc32)c(=O)n1 (configuration not stated)	-4.4	-7.3%	1.4	2.9%	-3.7%	3.2	1.2	-0.6%	-23.4
C=CCOc1ccc(CN(C)C(=O)c2ccc(CNS(=O)(=O)c3ccc(C)c(C)c3)cc2)cc1	0.3	6.1%	15.1	4.5%	-1.1%	-9.2	x	1.2%	-4.6
COc1ccc(S(=O)(=O)NCCCCOc2ccc(Cl)cc2)cc1	-0.6	-1.0%	5.9	2.8%	-0.1%	-20.7	-5.2	0.2%	x
Cc1[nH]n(-c2ccccc2)c(=O)c1C1(C(F)(F)F)C(=O)N(c2ccc(F)cc2)C2=C1C(=O)CC(C)(C)C2 (configuration not stated)	9.5	3.2%	1.9	-5.4%	1.5%	4.2	-2.0	2.3%	-10.0
CCOCCCN(C(=O)c1snc(C(N)=O)c1N)C(C(=O)NC(C)(C)C)c1ccc(Cl)cc1 (configuration not stated)	9.2	-0.8%	-3.1	-3.2%	-3.3%	2.8	-8.7	0.8%	5.1
COc1ccc(OC)c(C2C(C(=O)Nc3cccnc3)=C(C)NC3=C2C(=O)CCC3)c1 (configuration not stated)	-7.5	-0.4%	1.9	-1.7%	-2.5%	-0.9	12.3	1.9%	-2.4
Cc1ccc(CN2C(=O)C3(c4ccccc42)N(c2ccc(C)c(Cl)c2)C(=O)CS3(=O)=O)cc1 (configuration not stated)	x	-3.2%	7.4	2.0%	-2.1%	-1.0	1.1	-0.7%	0.9
COc1ccccc1C(C)NCC(=O)NC(=O)NCc1ccco1 (configuration not stated)	-5.2	-0.6%	-2.1	-15.0%	-5.2%	35.2	-1.5	2.0%	-5.2
CC1CCN(C(=O)c2cccc(S(=O)(=O)N3CCN(c4ccccc4)CC3)c2)CC1	-7.0	-4.7%	4.7	3.6%	-3.6%	-2.6	-3.8	0.4%	-10.2
Cc1ccc(OC(=O)c2ccc3nc(C)sc3c2)cc1	-32.5	-75.4%	3.7	-226.0%	-6.4%	3.1	-2.9	u	x
O=C(CP(=O)(c1ccccc1)c1ccccc1)N1CCCCC1	7.4	1.8%	1.4	4.7%	-1.8%	-8.4	-1.2	2.1%	7.0
CCOC(=O)C(C)Sc1nc2c(cnn2-c2ccc(C)cc2)c(=O)[nH]1 (configuration not stated)	5.7	u	-0.5	x	-3.4%	-6.6	0.0	-0.2%	-14.1
O=C(NC1CCCCC1)c1ccc2c(c1)sc1nc(-c3ccc(F)cc3)cn12	4.5	-2.7%	6.4	-3.7%	-0.7%	2.0	4.2	-0.2%	4.4

An excerpt from above in order of molar mass, smallest number first:
SMILES	RXFP1 antagonist	Vif-APOBEC3G blk	D1 ag	Vif-APOBEC3F blk	GRP78 ERSR act	D1 antag	D1 potentiator	RXFP1 ag	D2 PAM
COc1ccc(Cl)cc1NS(=O)(=O)c1ccc2[nH]c3c(c2c1)CCCC3	3.9	-8.4%	0.3	-10.7%	3.2%	4.0	3.5	-0.7%	1.4
COc1ccc(OC)c(C2C(C(=O)Nc3cccnc3)=C(C)NC3=C2C(=O)CCC3)c1 (configuration not stated)	-7.5	-0.4%	1.9	-1.7%	-2.5%	-0.9	12.3	1.9%	-2.4
Cc1cc(C)n(CC(O)Cn2c3ccc(Br)cc3c3cc(Br)ccc32)c(=O)n1 (configuration not stated)	-4.4	-7.3%	1.4	2.9%	-3.7%	3.2	1.2	-0.6%	-23.4

Continuation:
SMILES	RXFP1 antagonist	Vif-APOBEC3G blk	D1 ag	Vif-APOBEC3F blk	GRP78 ERSR act	D1 antag	D1 potentiator	RXFP1 ag	D2 PAM
CCCC(=O)OCC(=O)Nc1ccccc1C#N	13.8	-2.3%	-0.2	5.0%	-1.4%	-24.8	-4.7	-1.7%	5.2
Cc1ccc(CNC(=O)CCCCCn2c(=O)c3sccc3n(CC(=O)Nc3ccc(C)c(F)c3)c2=O)cc1	-3.5	x	0.2	x	x	-9.4	2.6	31.6µM*	12.5
COc1ccc(CNC(=O)Cn2nc([N+](=O)[O-])cc2C)cc1	11.2	2.0%	2.9	4.2%	-2.8%	-0.4	-3.2	4.4%	-6.2
CCOC(=O)N1CCN(S(=O)(=O)c2cc([N+](=O)[O-])ccc2C)CC1	1.2	6.0%	3.2	-3.2%	-1.3%	10.1	-6.4	0.7%	3.7
COc1ccccc1-n1nnnc1SCC(=O)Nc1oc(C)c2c(C)n[nH]c(=O)c12	-13.4	-2.4%	3.2	-9.1%	-5.6%	5.5	-4.3	2.2%	x
O=S(=O)(/N=C(\c1ccccc1)N1CCOCC1)c1ccc(Cl)cc1	3.7	-0.6%	0.8	-7.0%	-5.2%	-3.6	5.9	0.6%	x
CC1(c2ccc(Cl)cc2)CC(C)(C)N(C(=O)c2ccccc2)c2ccccc21 (configuration not stated)	x	2.2%	-0.5	5.1%	-0.8%	18.1	3.4	7.2%	-7.1
CC1CCCC(C)N1C(=O)COC(=O)CSc1ccc(C(N)=O)cc1[N+](=O)[O-] (configuration not stated)	-14.4	0.1%	0.3	-0.5%	-4.1%	-1.6	-2.2	-0.2%	3.8
CC(=O)OCc1c(C(F)(F)F)nn(C)c1Oc1ccccc1	-12.1	-2.6%	-0.5	-2.6%	-4.2%	-13.8	-1.6	0.8%	-6.2
C/C(N)=C(/C#N)C(=O)COC(=O)c1cccc2ccccc12	6.7	-4.8%	3.0	-9.8%	2.2%	-34.3*	-10.4	-0.3%	-10.4
Cc1ccc2c(Cl)c(C)c(N3CCCCC3)nc2n1	-27.3	-2.0%	1.8	-3.2%	4.3%	-14.0	-1.6	1.7%	-5.9
NC(=O)CSc1ccc(F)cc1	5.7	7.0%	3.0	-0.5%	-2.0%	24.8	-0.8	2.1%	x
COc1ccccc1CCC(=O)N(C)CC(=O)Nc1ccc(Cl)c(C(F)(F)F)c1	-17.4	-0.5%	2.7	2.7%	-5.4%	-9.3	1.4	0.5%	-11.7
O=C(c1ccc(Br)cc1)N1CCCC(c2nc(-c3cccs3)no2)C1 (configuration not stated)	4.7	0.0%	6.8	1.7%	-2.6%	4.3	-3.1	0.5%	-9.6
COC(=O)c1ccc(S(=O)(=O)c2ccccc2)c(N)c1	6.8	-1.1%	3.1	-3.6%	6.6%	5.7	2.5	3.1%	-3.4
CC(=O)NC1(c2nnnn2CCOC(=O)Nc2ccc(Cl)cc2)CCCCC1	-4.8	-1.2%	3.0	3.5%	9.0%	4.4	-1.9	-0.1%	3.1
COC(CNC(=O)Cc1c(C)nc2c(-c3ccccc3)c(C)nn2c1C)OC	1.5	0.9%	1.4	2.1%	-5.6%	-13.4	-0.7	7.5%	5.2
CCNc1ccccc1CP(=O)(c1ccccc1)c1ccccc1O (configuration not stated)	-27.2	-20.6%	35.2*	-1.0%	-4.3%	-0.7	-6.2	-23.7%	0.9
Fc1ccc(-c2csc(N3CCC(c4ccccc4)C3)n2)cc1 (configuration not stated)	-13.7	0.7%	4.7	4.3%	7.6%	8.2	-3.1	6.4%	1.4
CCN(CC)CCn1c2c(c(SCC(=O)Nc3ccc(C(C)C)cc3)nc1=O)CCC2	14.2	4.2%	-0.7	-6.8%	-4.0%	-9.7	-0.5	0.4%	16.6
COc1ccc(CNC(=O)Cc2c(C)c3cc4c(C)coc4cc3oc2=O)cc1	5.6	-2.7%	3.1	-10.6%	-0.6%	-4.2	-0.6	3.0%	2.5
COc1ccc(CN(C)C[C@@H]2OCc3cnnn3CCCC(=O)N([C@H](C)CO)C[C@H]2C)cc1	8.3	-3.0%	x	-1.0%	-0.7%	x	x	x	x
CCOc1ccc(N2CC(C(=O)N3CCCCCC3)CC2=O)cc1 (configuration not stated)	3.8	0.5%	0.2	9.7%	-0.3%	1.7	3.8	-0.7%	0.3
Cc1ccc(F)cc1NC(=O)c1c(-c2ccccc2)noc1C	x	2.4%	2.1	-0.8%	-1.3%	-4.8	x	1.1%	0.5
CC(=O)c1ccc(NC(=O)Cn2cnc(S(=O)(=O)N3CCc4ccccc43)c2)cc1	6.6	12.0%	3.8	6.3%	-3.2%	-7.2	-3.9	3.2%	-29.0
COc1ccc(CCNc2nc3cc(OC)c(OC)cc3c3nc(-c4ccccc4)nn23)cc1OC	x	-7.6%	1.0	-6.6%	-2.4%	-22.3	-0.1	0.0%	-16.6
CCN(CC)S(=O)(=O)c1ccc(N2CCOCC2)c(NC(=O)c2ccccc2)c1	4.2	-3.7%	1.9	-6.1%	-2.7%	20.4	3.0	8.9%	-9.6
Cc1nc2ccccc2c(C)c1CC(=O)OC(C)C(=O)NC1(C#N)CCCCC1 (configuration not stated)	3.3	-5.9%	1.2	-4.3%	-2.6%	13.2	0.2	0.8%	2.5
COC(=O)C1C2CCC(C2)C1C(=O)OCC(=O)c1ccccc1 (configuration not stated)	8.1	3.5%	1.5	0.8%	-1.7%	1.5	-0.3	-1.2%	0.1
Cc1ccnc(NC(=O)c2ccc(C(=O)c3ccccc3)cc2)c1	-8.2	-23.8%	2.4	-17.4%	-12.3%	-1.6	-2.4	-0.8%	x
COC(=O)CN(c1ccc(OC)cc1OC)S(=O)(=O)c1ccccc1[N+](=O)[O-]	9.2	4.4%	1.8	-20.4%	0.3%	-0.3	-1.0	-1.1%	1.2
CCOCCn1ccc2c(OCC(=O)Nc3ccccc3OC)cccc2c1=O	u	-6.1%	1.5	5.8%	-2.4%	-16.0	-4.2	0.2%	-5.7
COc1ccc(N(C(=O)CNS(=O)(=O)c2ccccc2)C(C(=O)NCc2ccco2)C(C)C)cc1 (configuration not stated)	-5.2	4.2%	1.9	13.0%	-4.2%	-4.0	-4.3	-1.7%	2.6
